pAkt inh – inhibitors of Akt phosphorylation; Neuro2A IGF-stimulated pAkt S473 HTRF, 20 min; hits give low values; activity change, % for hits at 50 µM; 360,000 compounds, 0.32% hits; in the data active means activity change below about -80%; inconclusive means mostly about -51% to -80%; further: on the % scale 0 is the no-effect control and ±100 the full control effect
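Neuro2A cells (4,500/well, DMEM with 0.5% FBS) were treated with compound at a single 50 µM final concentration, stimulated with 6 nM IGF for 20 min at 37 °C, and lysed. Phospho-Akt Ser473 was read by HTRF as 665/615 ratio ×10^4.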
CCT modulator – modulators of cytosolic chaperonin (CCT/TRiC) activity; purified chaperonin ATPase assay, HTRF ADP detection, 30 min; 360,000 compounds, 0.3% hits; activity change, % (test concentration not listed), hits read low; in the data active means activity change below about -30%; further: on the % scale 0 is the no-effect control and ±100 the full control effect
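ATPase activity: ADP formed was measured by HTRF Transcreener (665/615 nm ratio) after 30 min at 37 deg C with 10 uM ATP. Compounds screened at one 76 uM concentration against 40 or 20 nM TRiC in Tris pH 7.4/KCl/MgCl2/DTT buffer.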
Nrf2 activator – activates Nrf2 signaling | 410,000 compounds, 0.31% hits | Potency, µM (titrated, usually from 46.1 µM), for inactives: at the top dose activation, usual class: activators | AREc32 ARE-luciferase reporter (MCF7-derived line), luminescence, 24 h | AID 624171; further: potency means the concentration at half of the fitted maximal effect; % of control where 0% means no effect; nearly all actives have a fitted effect of over 65% in size
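ARE-driven firefly luciferase activity in AREc32 cells measured after a 24 hr compound exposure at 37 deg C, using Steady-Glo reagent and a 30 min room-temperature hold.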
TGFb inhibitor – TGF-b pathway inhibition; HepG2 CAGA-GFP TGF-b/SMAD3 reporter, GFP fluorescence, 18 h; TGF-beta stimulated, 500 pg/mL final; Potency, µM (titrated, usually from 46.1 µM), for the others: top-dose activity, negative = inhibition, most hits filed as inhibitors; 410,000 compounds, 1.2% hits; further: potency means the concentration at half of the fitted maximal effect; on the % scale 0 is the no-effect control and ±100 the full control effect; nearly all actives have a fitted effect of over 65% in size
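GFP signal (ex488/em500-530) from TGF-beta-stimulated HEPG2 CAGA-GFP cells, 500 pg/mL final, 18 h at 37 degrees C in DMEM plus 1% FBS, normalized to unstimulated and DMSO-stimulated controls.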
A549 viability – counter-screen for Nrf2 inhibitors: cytotoxicity in A549 cells; 390,000 compounds, 0.16% hits; Potency, µM (doses to about 46 µM), without a hit: top-dose activity change, negative = cytotoxicity, hits mostly inhibitors; A549 ARE-Fluc cells, CellTiter-Fluor viability, 18-24 h; further: potency means the concentration at half of the fitted maximal effect; on the % scale 0 is the no-effect control and ±100 the full control effect
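A549 ARE-Fluc cells in 5% FBS OPTI-MEM, 5000 cells/well, rested 2 h then exposed to compounds in concentration-response for 18-24 h at 37 °C. Viability by CellTiter-Fluor fluorescence (Ex 405/Em 525) after 30 min; luciferase luminescence (BugLite, 15 min, RT) read afterwards.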
Mm-Cpn inhibitor – M. maripaludis TRiC chaperonin inhibition. purified Mm-Cpn ATPase, ADP Transcreener TR-FRET. Potency, µM (doses to about 76.9 µM), without a hit: at the highest dose activity, negative = inhibition, actives largely listed as inhibitors. 330,000 compounds, 0.031% hits. AID 504842; further: potency means the concentration at half of the fitted maximal effect; on the % scale 0 is the no-effect control and ±100 the full control effect; nearly all actives have a fitted effect of over 80% in size
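ATP (10 uM final) was added to archaeal chaperonin (25 nM final) after 10 min exposure to test compound at 37°C; after 30 min further incubation, ADP was detected by competitive TR-FRET.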
ATXN viability – viability counter-screen for ATXN expression inhibitors. S2 cells (HEK-293 line with an ATXN2-luciferase reporter) viability, CellTiter-Fluor protease fluorescence, 24 h. Potency, µM (top dose mostly 56.7 µM), hits mostly cytotoxic. 400,000 compounds, 0.49% hits. AID 651635; further: potency means the concentration at half of the fitted maximal effect; nearly all actives have a fitted effect of over 40% in size
Nrf2 block – inhibitors of Nrf2 signaling; Potency, µM (highest dose often 46 µM), without a hit: at the highest dose activity change, negative = inhibition, actives largely listed as inhibitors; 360,000 compounds, 2.1% hits; A549 ARE-Fluc reporter, luciferase luminescence, 18-24 h; further: potency means the concentration at half of the fitted maximal effect; on the % scale 0 is the no-effect control and ±100 the full control effect; nearly all actives have a fitted effect of over 60% in size
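A549 ARE_Fluc cells, 5000/well, 5% FBS OPTI-MEM; compounds in dose-response, 18-24 h at 37 °C/5% CO2; CellTiter-Fluor viability read (Ex 405/Em 525), then BugLite luciferase luminescence = Nrf2 activity.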
HepG2 viability – kills HepG2 cells in TGF-b inhibitor counter-screen; HepG2 CAGA-GFP viability, ATP luminescence, 18 h; AID 588856; Potency, µM (series often up to 46.1 µM), for the others: at the highest dose activity change, negative = cytotoxicity, actives largely listed as cytotoxic; 410,000 compounds, 0.76% hits; further: potency means the concentration at half of the fitted maximal effect; some results filed as inactive show a strong effect at the top dose
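CellTiter-Glo luminescence gave cytotoxicity after 18 hours at 37 degrees C. The cells were HepG2 CAGA-GFP in 1% FBS DMEM, stimulated with 500 pg/mL TGF-beta after compound addition. %Activity was normalised to no-cell wells (complete cell-killing) and DMSO (no toxicity), and curves were fitted and classified.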
* marks the source's active call; other numbers are inactive results; i = inactive; ? = inconclusive; / = not tested or not shown; [ ] = dose if it differs, or a comment. Unless noted, the call rests on the fitted dose curve; in most records, active means well fitted curve in the direction sought with a large enough effect; inconclusive means small, poorly fitted or top-dose-only effect, or another doubt; inactive means no such curve, though single readings can be large; an effect the other way counts as inactive or inconclusive. Rows were taken by chance (roughly 4.4% active in at least one column).

SMILES	ATXN viability	TGFb inhibitor	CCT modulator	A549 viability	Mm-Cpn inhibitor	Nrf2 activator	pAkt inh	Nrf2 block	HepG2 viability
CC1CC(C)CN(C(=O)CN2C(=O)NC3(CCCCCC3)C2=O)C1 (configuration not stated)	i	3%	-1.8	3%	0%	-0.2%	i	4%	11%
C=CCn1c(SC/C=C/c2ccccc2)nnc1-c1sc(N)nc1C	i	-34%	2.8	27%	1%	2.1%	i	/	2%
CCN(CC)C(=O)c1sc2nc(-c3ccncc3)[nH]c(=O)c2c1C	i	2%	1.4	-8%	-3%	0.2%	i	-4%	0%
Cc1ccc(OCc2cc(C(=O)N3CCCCCCC3)no2)cc1C	i	-7%	-2.1	0%	1%	2.5%	i	?	-18%
CSCCC(NS(=O)(=O)c1ccc(C)cc1)C(=O)N1CCN(C(C)=O)CC1 (configuration not stated)	i	-2%	0.0	7%	-2%	0.0%	i	11%	-1%
CCC(C(=O)NCCCc1ccccc1)n1nc(C)c2c(C)n(-c3ccccc3)nc2c1=O (configuration not stated)	i	-30%	-0.5	7%	-1%	-0.5%	i	-22%	-18%
CC(=O)Oc1cccc(C(=O)Nc2cccc(C(=O)Nc3ccccc3C(=O)O)c2)c1	?	-6%	0.3	-7%	-4%	-0.6%	i	-2%	12%
COc1ccc(NC(=S)NC(=O)C2CCC2)cc1	i	-21%	0.9	4%	-1%	0.0%	i	?	-1%
CC1(C)CC=C(NNC(=O)c2cccnc2)C(=O)C1	i	-1%	-1.5	6%	0%	-0.8%	i	-33%	-15%
CC(NC(=O)C1CCC(C(=O)NC(C)c2ccccc2)CC1)c1ccccc1 (configuration not stated)	i	-15%	1.2	-1%	1%	0.4%	i	6%	7%
CN1CCN(NC(=O)c2cn(-c3ccccc3)nc2-c2ccc(OC(F)F)cc2)CC1	i	0%	-2.0	1%	-1%	1.8%	i	?	0%
COc1ccc(-c2cc([C@H]3[C@H]4C=CC[C@@H](C)[C@@H]4C(=O)N3Cc3ccccc3)ccc2F)cc1OC	i	?	-1.6	-6%	-1%	0.5%	i	?	-3%
O=C(COc1ccccc1)N(CCc1ccccc1)c1nc(-c2ccc(F)cc2)cs1	?	-4%	-0.5	13%	?	0.3%	i	4%	-5%
COc1ccc(C2CCc3cc4c(cc3C2=NO)OCO4)cc1OC (configuration not stated)	i	-15%	2.2	/	/	0.2%	i	/	-23%
Cc1onc(-c2ccccc2Cl)c1C(=O)Oc1ccc(Br)cc1	i	?	/	?	/	5.2%	/	-12%	-42%
CCc1nc2c(OCC(=O)c3ccc(F)cc3)cccn2c1N(C)C(=O)c1cccs1	i	8%	0.7	/	/	0.4%	i	/	5%
Cn1c(=O)n(Cc2ccccc2)c(=O)c2c1nc1n2CCCN1CCc1ccccc1	i	5%	-0.5	-25%	-1%	-0.4%	i	29µM*	-31%
Cc1ccc(-n2c(C)cc(/C=N/NC(=O)c3ccncc3)c2C)c(C)c1	i	5%	0.5	?	0%	-0.4%	i	?	-20%
CCOC(=O)c1c(NC(=O)C2C3CCC(O3)C2C(=O)O)sc(C)c1-c1ccc(C)cc1 (configuration not stated)	i	14%	0.4	-8%	-2%	-1.2%	i	/	2%
O=C(CSc1ncnc2sccc12)Nc1ccccc1	i	-9%	-0.8	4%	1%	16%	i	5%	3%

Results in HepG2 viability, CCT modulator and ATXN viability (2 entries from above):
mol,HepG2 viability,CCT modulator,ATXN viability
COc1ccc(NC(=S)NC(=O)C2CCC2)cc1,-1%,0.9,i
CC1(C)CC=C(NNC(=O)c2cccnc2)C(=O)C1,-15%,-1.5,i

(continued)
SMILES	ATXN viability	TGFb inhibitor	CCT modulator	A549 viability	Mm-Cpn inhibitor	Nrf2 activator	pAkt inh	Nrf2 block	HepG2 viability
COc1ccc(N2CCN(c3c(S(=O)(=O)c4ccccc4)cnc4ccc(OC)cc34)CC2)cc1	?	0%	-1.8	-4%	-3%	-0.7%	i	-15%	2%
O=C(/C=C/c1cccc(Cl)c1)NNC(=O)c1ccncc1	i	-15%	0.2	-8%	1%	-0.5%	i	-25%	-42%
COc1cccc(-c2cc(C(=O)Nc3c(C)nn(Cc4ccccc4C)c3C)no2)c1	i	-26%	-3.0	-4%	-1%	0.1%	i	?	-4%
O=c1c2c3c(sc2n(Cc2cc(=O)n4ccccc4n2)c(=O)n1-c1ccc(Cl)cc1)CCC3	?	-10%	/	-3%	/	-0.8%	/	-6%	-1%
COc1ccc(NC(=O)CSc2ccc3c(c2)OCCO3)cc1OC	i	0%	-0.1	6%	0%	-0.6%	i	/	-1%
O=C(NCc1cccs1)c1ccc2sc(C3=C[C@@H](O)[C@@H](O)[C@@H](CO)O3)nc2c1	i	4%	-1.8	/	/	-0.1%[9.22 µM]	i	/	-32%
COc1ccccc1OCC(=O)NCC(c1ccc(Cl)cc1)N1CCOCC1 (configuration not stated)	?	3%	/	3%	/	0.9%	/	-3%	-23%
CS(=O)(=O)N(CC(=O)Nc1ccc(F)cc1F)C1CCCCC1	i	12%	1.5	0%	-2%	-0.9%	i	7%	1%
Cc1ccc2c(=O)c(C(=O)c3ccc(F)cc3)cn(CC(=O)NCCc3ccccc3)c2n1	i	-17%	/	-2%	/	-0.3%	/	?	0%
Cc1nc(SCC(=O)Nc2cc(C(N)=O)cc(C(N)=O)c2)c2c(C)c(C)sc2n1	i	0%	0.0	0%	-17%	-0.3%	i	0%	-26%
COc1cc(S(=O)(=O)N2CCOCC2)ccc1NC(=O)COC(=O)COc1ccccc1	i	2%	0.4	7%	0%	0.4%	i	6%	-5%
COc1cccc(N2CC(NC(=O)COc3ccccc3F)CC2=O)c1 (configuration not stated)	/	12%	/	2%	/	0.5%	/	/	-6%
C=C1CCN([C@@H](Cc2ccccc2)C(=O)Nc2ccc(OC)cc2)S(=O)(=O)c2ccccc21	i	-2%	-0.7	4%	/	-0.4%	i	4%	-2%
COc1cc(-c2nc(CN3CCCN(C(=O)c4ccco4)CC3)c(C)o2)ccc1F	i	?	-4.6	-4%	-1%	4.6%	i	?	-17%
COc1ccc(OC)c(C2/C(=C(\O)c3ccc4c(c3)OCCO4)C(=O)C(=O)N2CC2CCCO2)c1 (configuration not stated)	?	-16%	-1.3	-16%	-1%	-0.3%	i	-7%	23%
CC1=C(C(=O)OCC2CCCO2)C(c2ccc(Cl)cc2)NC(=O)N1 (configuration not stated)	i	1%	1.5	2%	0%	-0.4%	i	-22%	-19%
COC(=O)c1c(-c2ccccc2)csc1NC(=O)CSc1ncnc2sc(C)c(C)c12	i	3%	0.4	1%	-1%	-0.8%	i	/	7%
NS(=O)(=O)c1cccc2c1c([N+](=O)[O-])cc1nc(O)c(O)nc12	i	11%	0.4	-2%	1%	-0.1%	i	10%	22%
CCC(C)OC(=O)C1=C(C)NC2=C(C(=O)C(C(=O)OC)C(C)C2)C1c1ccc(N(C)C)cc1 (configuration not stated)	i	0%	0.2	-3%	-1%	0.4%	i	?	4%
Cc1cn([C@H]2C[C@H](O)[C@@H](CCC(=O)NCCCn3ccnc3)O2)c(=O)[nH]c1=O	i	3%	-1.2	-3%	2%	-0.5%	i	5%	-9%

Complete entries, quoted from the list:
`COc1cc(S(=O)(=O)N2CCOCC2)ccc1NC(=O)COC(=O)COc1ccccc1` in the list: ATXN viability: i; TGFb inhibitor: 2%; CCT modulator: 0.4; A549 viability: 7%; Mm-Cpn inhibitor: 0%; Nrf2 activator: 0.4%; pAkt inh: i; Nrf2 block: 6%; HepG2 viability: -5%
`COC(=O)c1c(-c2ccccc2)csc1NC(=O)CSc1ncnc2sc(C)c(C)c12` in the list: ATXN viability: i; TGFb inhibitor: 3%; CCT modulator: 0.4; A549 viability: 1%; Mm-Cpn inhibitor: -1%; Nrf2 activator: -0.8%; pAkt inh: i; Nrf2 block: /; HepG2 viability: 7%

Source: PubChem
